Assay outcomes from PubChem.
OXTR potentiate = human OXTR potentiation | P30559 | CHO-OTR cells, Fluo-8 calcium fluorescence, potentiator mode; 0% = oxytocin EC15, 100% = EC100 | activation, % at 3 µM | actives 0.061% (n = 320,000) | AID 2445;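 active means activation above that plate's cutoff, the mean activation of tested compounds plus 3 SD, cut at about 6.6% in these data, passing the limit was not always enough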;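 further: 100% uses oxytocin at 75 nM as the full agonist control; some results filed as inactive read as strong as hits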
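assay system = CHO-OTR cells, human receptor | schedule = compound 6 min at room temperature before oxytocin, 100 s read | detection = Fluo-8 intracellular calcium fluorescence, ex 470-495, em 515-575 nm | evaluation = normalized max/min fluorescence ratio, % activation | control set = EC15 oxytocin alone as 0%, 75 nM oxytocin (EC100) as 100%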
CHRM1 agonist = agonists of human M1 muscarinic receptor | P11229 | CHO-K1 hM1, Fluo-8 calcium fluorescence, agonist mode; 0% DMSO, 100% acetylcholine EC100 | activation, % at 3 µM | actives 0.33% (n = 360,000);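 active means activation above the run's mean compound activation plus 3 SD, cut at about 16% in these data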;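 further: peak over basal fluorescence ratio within a 140 s kinetic read after compound addition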
Target sequence (P11229 whole entry, looked up): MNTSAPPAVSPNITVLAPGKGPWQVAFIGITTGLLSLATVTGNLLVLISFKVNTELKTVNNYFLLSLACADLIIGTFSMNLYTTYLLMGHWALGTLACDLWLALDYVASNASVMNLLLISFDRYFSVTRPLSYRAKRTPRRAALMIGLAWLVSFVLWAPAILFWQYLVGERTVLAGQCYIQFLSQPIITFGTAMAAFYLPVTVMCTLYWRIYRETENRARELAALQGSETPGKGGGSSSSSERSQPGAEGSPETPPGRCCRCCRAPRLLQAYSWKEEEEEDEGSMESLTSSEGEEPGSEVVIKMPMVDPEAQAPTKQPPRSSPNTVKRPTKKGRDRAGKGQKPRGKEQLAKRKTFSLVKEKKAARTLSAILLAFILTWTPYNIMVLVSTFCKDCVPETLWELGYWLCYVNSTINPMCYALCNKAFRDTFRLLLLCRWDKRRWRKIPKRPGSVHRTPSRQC
CHO-K1 Ca ag = counter-screen for M1 agonists: effect in parental CHO-K1 cells | Fluo-8 calcium fluorescence; scaled to maximal ATP response, vehicle zero | activation, % at 3 µM | actives 0.48% (n = 360,000) | AID 602248; in the data active means activation above about 15%;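 further: untransfected CHO-K1 host cells lacking M1 receptor as counterscreen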
CHO-K1 Ca antag = M1 antagonist counterscreen hit in parental CHO-K1 cells | actives 0.6% (n = 360,000) | ATP-induced calcium, Fluo-8 fluorescence | inhibition, % at 3 µM | AID 602250;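 active means inhibition above a per-plate cutoff, the plate's mean sample inhibition plus 3 SD, cut at about 24% in these data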;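 further: 0% = DMSO plus EC80 ATP and 100% = DMSO alone without ATP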
TAAR1 ag = agonists of human TAAR1 | Q96RJ0 | CHO RD-HGA16 TAAR1, Fluo-8 calcium fluorescence; vehicle wells 0%, saturating PEA agonist 100% | activation, % at 3 µM | AID 624467 | actives 0.99% (n = 360,000);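 active means activation above the mean activation of all test compounds in the run plus 3 SD, cut at about 38% in these data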
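Repeats: no replicates (n 1) | Material: CHO-derived RD-HGA16 cells with stable Gα16 and human TAAR1 | Technique: Kinetic Fluo-8 calcium fluorescence | Schedule: 17-24 h seeding, 75 min 37 °C dye, 30 min RT | Evaluation: % activation from peak over basal fluorescence ratio, DMSO-to-PEA scaled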
V1R ag counter = V1a receptor agonism, counter-screen for OXTR agonists; CHO-V1R cells, Fluo-8 calcium fluorescence, agonist mode; 0% DMSO, 100% 3 nM vasopressin; P37288; actives 0.25% (n = 320,000); activation, % at 3 µM;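 active means activation above the mean activation of all tested compounds plus 3 SD, per screening run, cut at about 20% in these data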;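 further: signal is peak over basal fluorescence ratio across a 100 second FLIPR read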
Target sequence (P37288 whole entry, looked up): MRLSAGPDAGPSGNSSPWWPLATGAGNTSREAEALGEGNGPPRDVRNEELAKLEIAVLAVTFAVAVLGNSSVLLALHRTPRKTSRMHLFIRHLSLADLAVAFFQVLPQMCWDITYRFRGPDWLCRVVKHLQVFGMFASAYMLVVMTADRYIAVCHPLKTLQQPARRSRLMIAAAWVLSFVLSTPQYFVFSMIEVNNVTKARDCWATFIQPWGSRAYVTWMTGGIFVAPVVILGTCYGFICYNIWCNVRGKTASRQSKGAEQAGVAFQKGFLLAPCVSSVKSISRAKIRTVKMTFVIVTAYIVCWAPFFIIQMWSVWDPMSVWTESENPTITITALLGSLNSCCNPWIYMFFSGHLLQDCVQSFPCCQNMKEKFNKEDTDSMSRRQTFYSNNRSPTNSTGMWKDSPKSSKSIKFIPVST
CHO parental Ca = counter-screen for OX1R antagonists: effect in parental CHO cells. parental CHO-K1, ATP-induced calcium, Fluo-8 fluorescence. inhibition, % at 5.6 µM. actives 0.63% (n = 330,000). AID 463079;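 active means inhibition above that plate's mean sample inhibition plus 3 SD, cut at about 26% in these data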;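 further: 0% = ATP-challenged DMSO wells and 100% = DMSO wells without ATP; some compounds past the cut are filed as inactive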
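Measured by: calcium-sensitive Fluo-8 fluorescence / Test system: CHO parental line / Controls: ATP-challenged DMSO wells low, unchallenged DMSO wells high / Measure: % inhibition / Compound: single nominal dose of 5.6 µM per compound / Replicates: single well per compound, no replicates / Reagent: ATP as calcium-mobilizing challenge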
TAAR1 antagonist = antagonists of human TAAR1; Q96RJ0; CHO RD-HGA16 TAAR1, Fluo-8 calcium fluorescence, antagonist; inhibition, % at 3 µM; actives 1.5% (n = 360,000); AID 624466;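 active means inhibition above a per-plate cutoff, the mean inhibition of test compounds on that plate plus 3 SD, cut at about 49% in these data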;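 further: 0% = DMSO plus EC80 beta-PEA response and 100% = DMSO alone without agonist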
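System: RD-HGA16 CHO cells with stable hTAAR1 and Gα16 | Probe or stimulus: EC80 β-phenethylamine stimulus | Dosing: 3 µM, single point | Times: Dye loading 75 min at 37 °C, then 30 min room temperature | Measured by: Fluo-8 calcium-sensitive fluorescence | Read-out basis: % inhibition of agonist calcium response | Replicates: n of 1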
CHO-K1 Ca PAM = counter-screen for M1 PAMs: effect in parental CHO-K1 cells; ATP EC20, Fluo-8 calcium fluorescence; 0% at ATP EC20, 100% at ATP max; activation, % at 3 µM; actives 0.02% (n = 360,000);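 active means activation above the run cutoff, the mean activation of all test compounds plus 3 SD, cut at about 40% in these data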;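 further: peak over basal fluorescence ratio in a 140 s read after ATP addition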
The depositor's hits bear a star; x = no result given; & = joins results of further samples.

SMILES	OXTR potentiate	CHRM1 agonist	CHO-K1 Ca ag	CHO-K1 Ca antag	TAAR1 ag	V1R ag counter	CHO parental Ca	TAAR1 antagonist	CHO-K1 Ca PAM
CCOCCN1CCN(c2c(C)c(C)nc3cc(-c4cc(OC)cc(OC)c4)nn23)CC1	-3	-7	0.3	-6	-3	-0.2	-13	-7	11
C[C@@H]1COC(=O)[C@@H](Cc2ccc(F)cc2)CC/C=C\C[C@@H](CC(=O)NCCO)C(=O)N1	-7	-6	0.9	-1	5	-0.9	-7	10	1
CCOc1ccccc1NC(=O)C1(S(=O)(=O)c2ccc(Cl)cc2)CC1	-6	-6	-0.9	-18	8	-0.4	-31	-13	0
CCOC(=O)CN1N=C(/C=C/c2ccc(OCC)cc2)CCC1=O	3	-6	11	6	0	3.0	-12	4	11
CCN(CC(=O)NCc1cccs1)C(=O)c1cccc(S(=O)(=O)N2CCc3ccccc32)c1	-3	-4	3.3	-16	0	-0.1	-23	-10	12
CCCN(CCC)C(=O)Cn1c(=O)n(CCCC(=O)NCc2ccco2)c(=O)c2sccc21	-1	-4	1.0	-13	0	-1.2	-5	-3	-20
O=C(CN1C(=O)c2cccc([N+](=O)[O-])c2C1=O)N1CCc2ccccc2C1	x	-3	1.0	-10	1	x	x	-16	17
O=C(NC12CC3CC(CC(C3)C1)C2)N1CC2Cc3cccc(=O)n3C(C2)C1 (configuration not stated)	-5	-3	0.2	4	2	0.5	-3	-14	-6
CCCn1nc(CC(=O)OCC)c2ccccc2c1=O	-6	-3	0.2	-5	2	0.3	-5	-1	7
O=C(NC(Cc1ccccc1)C(=O)O)/C(=C/c1ccc([N+](=O)[O-])cc1)NC(=O)c1ccccc1 (configuration not stated)	2	-4	-0.1	-7	4	0.9	3	14	5
COCc1cc(C)nc(Nc2ccccc2OC)c1C#N	0	-6	-0.4	-3	-3	-1.4	-13	-12	16
COc1ccccc1/C=C/C1(C(=O)NC2CCCC2)CC(=O)N1c1ccccc1 (configuration not stated)	-3	-4	-0.4	-8	2	-0.8	-27	-1	6
CC/C(C)=N\NC(=O)CNC(=O)c1ccc(Cl)cc1Cl	-12	-4	0.2	-16	2	-1.3	-19	-7	23
O=S(=O)(c1ccc(NCCCO)nc1)N1CCOCC1	x	-1	0.6	2	2	x	x	-9	-14
CCN(CC(=O)Nc1ccccc1OC)C(=O)/C=C/c1cccs1	-2	-2	0.9	3	6	-1.1	-12	-6	7
COc1ccc(N2CCN(C(=O)CNC(=O)c3ccc4ccccc4c3)CC2)cc1	7	-3	4.0	-4	1	1.3	-22	-2	1
COc1ccc(OCc2nnc(SCC(=O)N3CCCC3)o2)cc1	-1	-1	1.2	-9	-2	2.3	-8	3	7
CCC(=O)N1CCCC(C(=O)NS(=O)(=O)c2cc(C)c(Cl)cc2C)CC1 (configuration not stated)	x	-1	-0.3	-7	3	x	x	-25	2
COC(=O)NNC(=O)c1ccccc1OC	1	-1	0.3	-5	2	0.3	-2	-14	4
CC1CCCCC12NC(=O)N(CC(=O)Nc1ccc(Cl)c(S(=O)(=O)N3CCOCC3)c1)C2=O (configuration not stated)	x	-2	1.3	9	0	x	x	3	9
CCOC(=O)Cc1c(C)nc(SC)[nH]c1=O	-5	-5	0.0	1	8	0.6	-8	-10	6
O=C(Nc1ccccc1)N1CCn2c1nc1ccccc12	-20	-5	0.6	-4	6	-1.6	-4	9	18
Cc1ccsc1C1C=C(c2cccc(Br)c2)Nc2ncnn21 (configuration not stated)	-18	7	7.4	6	x	10	-15	x	0
CCOc1cc2c(cc1O)CCC1C2CCC2(C)C(O)CCC12 (configuration not stated)	x	2	0.4	-6	3	x	x	-3	9
O=C(Nc1ccccc1Oc1ccsc1C(=O)O)c1ccccc1F	-5	-3	0.1	5	2	0.3	0	-24	-15

Exported with values under each structure: part of the list above
Under each structure – OXTR potentiate, CHRM1 agonist, CHO-K1 Ca ag, CHO-K1 Ca antag, TAAR1 ag, V1R ag counter, CHO parental Ca, TAAR1 antagonist, CHO-K1 Ca PAM
- CCOc1ccccc1NC(=O)C1(S(=O)(=O)c2ccc(Cl)cc2)CC1
    -6, -6, -0.9, -18, 8, -0.4, -31, -13, 0
- O=C(Nc1ccccc1Oc1ccsc1C(=O)O)c1ccccc1F
    -5, -3, 0.1, 5, 2, 0.3, 0, -24, -15
- CCC(=O)N1CCCC(C(=O)NS(=O)(=O)c2cc(C)c(Cl)cc2C)CC1 (configuration not stated)
    x, -1, -0.3, -7, 3, x, x, -25, 2
- Cc1ccsc1C1C=C(c2cccc(Br)c2)Nc2ncnn21 (configuration not stated)
    -18, 7, 7.4, 6, x, 10, -15, x, 0

Single records (already shown). Values in the order: OXTR potentiate	CHRM1 agonist	CHO-K1 Ca ag	CHO-K1 Ca antag	TAAR1 ag	V1R ag counter	CHO parental Ca	TAAR1 antagonist	CHO-K1 Ca PAM
`C[C@@H]1COC(=O)[C@@H](Cc2ccc(F)cc2)CC/C=C\C[C@@H](CC(=O)NCCO)C(=O)N1` is entered as -7	-6	0.9	-1	5	-0.9	-7	10	1
`CCOC(=O)Cc1c(C)nc(SC)[nH]c1=O` is entered as -5	-5	0.0	1	8	0.6	-8	-10	6
`COc1ccc(N2CCN(C(=O)CNC(=O)c3ccc4ccccc4c3)CC2)cc1` is entered as 7	-3	4.0	-4	1	1.3	-22	-2	1
`O=C(Nc1ccccc1)N1CCn2c1nc1ccccc12` is entered as -20	-5	0.6	-4	6	-1.6	-4	9	18
`Cc1ccsc1C1C=C(c2cccc(Br)c2)Nc2ncnn21` (configuration not stated) is entered as -18	7	7.4	6	x	10	-15	x	0

(next part)
SMILES	OXTR potentiate	CHRM1 agonist	CHO-K1 Ca ag	CHO-K1 Ca antag	TAAR1 ag	V1R ag counter	CHO parental Ca	TAAR1 antagonist	CHO-K1 Ca PAM
COc1nnc(-c2ccc(C)c(S(=O)(=O)N(C)C)c2)c2ccccc12	x	-4	1.3	8	4	x	x	13	2
O=C(C1=C[C@@H](C2CCCCC2)C[C@@H](OCc2ccc(CO)cc2)O1)N1CCOCC1	-3	-3	2.1	-12	5	0.5	-17	16	12
COCCNc1nnc(SCC(=O)NNC(=O)c2ccc([N+](=O)[O-])cc2)s1	2	-4	0.3	-5	2	0.2	-1	-18	-6
COCCNC(=O)C1CCCN(C(=O)c2cc(C)n(C(C)(C)C)n2)CC1 (configuration not stated)	x	2	-0.2	11	4	x	x	-10	-16
CC(NC(=O)Cc1cccs1)c1ccncc1 (configuration not stated)	4	-5	-0.1	-7	5	1.2	0	0	3
Cc1ccc2cc(C(c3nnnn3C(C)(C)C)N3CCCCCC3)c(=O)[nH]c2c1 (configuration not stated)	-14	-4	0.4	-22	x	-0.6	-12	x	16
C[C@H]1COC(=O)[C@H](Cc2ccc(F)cc2)C/C=C\C[C@@H](CC(=O)N(CCO)Cc2ccccc2)C(=O)N1	-5	-9	1.8	-18	10	0.3	-4	18	15
O=C(NCCCN1CCOCC1)c1cc2ccccc2cc1O	-11	-4	0.6	-6	4	-0.2	-10	-12	-3
O=C(NCC1CC1)c1onc(CSc2ccc(F)c(F)c2)c1C(=O)NCC1CC1	-4	-5	0.6	-21	14	-1.3	-20	1	13
COc1ccccc1/C=C/C(=O)/C=C/c1ccccc1O	x	-2	1.6	-7	4	x	x	41	-4
O=C(c1ccc(COc2c(F)c(F)c(F)c(F)c2F)o1)N1CCN(Cc2ccc3c(c2)OCO3)CC1	-2	-3	1.3	-4	4	-1.0	-14	8	10
Cc1scc(C(=O)N/N=C/c2ccco2)c1C	-7	-2	0.4	2	9	0.5	4	18	6
Cc1cccc(N2C(=O)CC(N3CCN(c4ccccc4)CC3)C2=O)c1 (configuration not stated)	-6	-2	1.3	-16	2	0.3	3	-6	24
O=C(C1CC(=O)N(C2CCCC2)C1)N1CCN(c2cccc(C(F)(F)F)c2)CC1 (configuration not stated)	x	-3	6.2	-1	5	x	x	-12	-11
CN(C)c1ccc(CNC(=O)CCNS(=O)(=O)c2cc(Br)cnc2N)cc1	-6	-3	1.2	1	x	-0.5	-12	x	27
COc1cc(NC(=O)COc2cccc(OC)c2)cc(OC)c1	-7	4	1.2	-19	1	0.6	2	23	16
O=C(Nc1ccccc1C(F)(F)F)c1ncn[nH]1	-8	-3	-0.5	1	0	0.2	6	-17	2
COC(=NC(C)C)NC(C)C	-13	x	x	x	0	1.2	1	-26	x
Cc1cccc(NC(=S)NCCc2ccc(F)cc2)c1C	-11	-6	1.3	-13	8	-0.7	-8	-5	13
C[C@]12CCC(=O)C=C1CC[C@@H]1[C@@H]2[C@@H](O)C[C@@]2(C)[C@H]1CC[C@]2(O)C(=O)COC(=O)CCC(=O)O	-2&-5	-4&-1	0.7&0.2	2&-5	3	1.0&-0.5	-7&-6	-18	4&18
Cc1nnc(NC(=O)CN2CC(C)OC(C)C2)s1 (configuration not stated)	1	-2	0.8	-5	1	1.6	-3	-13	-1
Cc1ccccc1Nc1nc(-c2ccccc2)c(C(=O)Nc2cccnc2)s1	-15	-7	1.3	5	4	-0.2	-10	26	-11
COc1ccc(-c2cc(C)no2)cc1S(=O)(=O)N(C)c1ccc(C)c(C)c1	-14	-2	2.9	-18	-2	-0.3	-4	5	17
CCCn1c(CCc2ccccc2)nnc1SCC(=O)N1CCCC1	-3	-3	0.2	-1	15	1.3	-4	-8	21
O=C(c1ccc(O)c(Cl)c1)N1CCN(S(=O)(=O)c2ccccc2)CC1	4	-1	2.2	-5	2	2.9	-1	-10	-5
CC(=O)Nc1ccc(S(=O)(=O)N2CCSC2c2ccc(C)cc2)cc1 (configuration not stated)	-16	-1	1.1	1	17	5.0	0	16	7
Cc1sc2ncnc(NCC3COc4ccccc4O3)c2c1C (configuration not stated)	-10	-5	10	27*	1	2.9	62*	12	-5
O=C(O)c1ccc(Cl)c(NC(=S)NC(=O)c2cccc(COc3ccccc3)c2)c1	-6	-2	0.1	10	-2	0.5	3	-29	2
CCOC(=O)c1ccc(NC(=O)C(CC)CC)cc1	-5	-2	0.5	-2	6	0.5	-9	-5	9
O=C(O)c1ccc(-n2cccc2/C=C2/NC(=O)N(c3cccc(Cl)c3)C2=O)cc1	x	0	0.6	-13	2	x	x	-42	15
